# Assay outcomes (PubChem BioAssay)
# Rtt109 Vps75 – inhibitors of C. albicans Rtt109/Vps75 HAT, primary screen, biochemical, ThioGlo CoA-SH fluorescence, plate reader | Histone acetyltransferase RTT109 (Candida albicans (strain SC5314 / ATCC MYA-2876)), … | purified Rtt109/Vps75, 4 h | inhibition, % at 34.9 µM | 330,000 tested, 0.16% active;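 active = inhibition of at least 50% in every replicate; inconclusive = best replicate reaches 50% inhibition but some replicates fall short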
# Target sequence (Q5AAJ8 whole entry, looked up): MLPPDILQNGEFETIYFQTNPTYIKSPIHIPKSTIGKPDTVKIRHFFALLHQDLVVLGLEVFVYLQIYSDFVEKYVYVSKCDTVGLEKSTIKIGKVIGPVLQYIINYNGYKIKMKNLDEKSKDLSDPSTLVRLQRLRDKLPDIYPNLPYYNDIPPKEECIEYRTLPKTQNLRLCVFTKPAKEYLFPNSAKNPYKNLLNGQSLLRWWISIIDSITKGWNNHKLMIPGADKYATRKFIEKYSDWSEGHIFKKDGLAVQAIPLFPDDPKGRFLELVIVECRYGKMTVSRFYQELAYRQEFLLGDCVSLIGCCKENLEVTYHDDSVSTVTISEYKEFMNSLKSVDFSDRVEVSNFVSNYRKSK
# CAL PDZ FP-1 – untagged CAL PDZ binding inhibitors, primary screen, biochemical, fluorescence polarization, HTS. inhibition, % at 24.9 µM. AID 602252, 2012. purified CAL PDZ, TMR-peptide fluorescence polarization, 1 h. 300,000 tested, 0.92% active;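 active = mean inhibition of at least 30% with at least half of replicates also reaching 30%; inconclusive = no clear call, values can overlap the other calls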;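 note: 0% = DMSO neutral control and 100% = excess unlabeled competitor peptide PRC23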
# SR-BI DiI inh – inhibitors of SR-BI mediated HDL lipid uptake, primary screen, ldlA[mSR-BI] cells, fluorescence, single point; Scavenger receptor class B member 1 (Mus musculus), Q61009; ldlA[mSR-BI] CHO cells, DiI-HDL uptake fluorescence, 3 h; inhibition, % at 12.5 µM; 320,000 tested, 0.96% active; AID 488896, 2010;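 active = mean replicate inhibition of at least 70% and a set share of replicates each scoring 70 or more; inconclusive = meets just one of the two criteria; inactive = fails both criteria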;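 note: 0% = median of neutral control wells and 100% = median of positive control wells; values of inactives mirror those of a sister screen read the other way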
# Target sequence (Q61009 whole entry, looked up): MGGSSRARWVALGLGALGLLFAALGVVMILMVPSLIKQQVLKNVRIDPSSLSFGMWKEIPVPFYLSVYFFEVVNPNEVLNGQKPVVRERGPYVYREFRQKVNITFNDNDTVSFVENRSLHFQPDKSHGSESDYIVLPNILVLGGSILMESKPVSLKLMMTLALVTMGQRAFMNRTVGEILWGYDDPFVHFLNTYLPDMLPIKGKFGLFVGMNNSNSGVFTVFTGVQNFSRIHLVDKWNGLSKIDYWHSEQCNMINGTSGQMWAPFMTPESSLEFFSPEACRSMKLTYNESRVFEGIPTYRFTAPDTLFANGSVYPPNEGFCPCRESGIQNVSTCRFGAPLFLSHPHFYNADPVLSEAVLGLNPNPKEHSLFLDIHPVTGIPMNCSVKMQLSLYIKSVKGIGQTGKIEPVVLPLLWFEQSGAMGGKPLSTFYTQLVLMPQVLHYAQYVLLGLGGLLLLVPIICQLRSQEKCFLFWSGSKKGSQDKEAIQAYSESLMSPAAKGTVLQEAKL
# MITF act – activators of MITF-driven TRPM1 promoter reporter, primary screen, cell-based, SK-MEL-5, luciferase, single point; 300,000 tested, 0.75% active; SK-MEL-5 TRPM1-promoter luciferase, 24 h; % of positive control, neutral wells = 0; activation, % at 12.5 µM; AID 588334, 2011;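 active = mean activation of at least 80% with every replicate also reaching 80%; inconclusive = mean reaches 80% but some replicate falls short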;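 note: 0% = neutral control wells and 100% = parthenolide positive control wells; values of inactives mirror those of a sister screen read the other way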
# PfHsp90 yeast 2 – growth inhibition of PfHsp90-expressing yeast, primary screen, antimalarial PfHsp90 inhibitor project, S. cerevisiae, BacTiter-Glo luminescence, single point, set 2. BacTiter-Glo ATP, 48 h; yeast lacking PDR1 and PDR3 efflux regulators. inhibition, % at 9.4 µM. 310,000 tested, 0.32% active. AID 504621, 2011;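 active = every replicate shows inhibition above about 80%, whatever the replicate mean, limit read from the data; inconclusive = mean inhibition reaches the set limit but some replicate falls short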;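 note: 0% = DMSO neutral controls and 100% = 20 µM radicicol positive controls; yeast relying on Plasmodium falciparum Hsp90 in place of its own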
# SR-BI uptake up – activators of SR-BI mediated DiI-HDL uptake, primary screen, ldlA[mSR-BI] CHO cells, DiI fluorescence; activation, % at 12.5 µM; 320,000 tested, 0.096% active; 3 h; 100 = double the neutral-control signal;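 active = mean replicate activation of at least 60% and every replicate at or above 60%; inconclusive = mean or all-replicate condition met, but not both; inactive = mean below 60% and not all replicates reaching 60%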;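 note: 0% = median plate neutral-control signal and 100% = twice that signal; values of inactives mirror those of a sister screen read the other way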
#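 System: LDL receptor-deficient CHO ldlA cells overexpressing murine SR-BI | Timing: 3 h uptake period with compound, 37 °C | Medium: HEPES-buffered (25 mM, pH 7.4) F12 plus 0.5% BSA | Dosing: Single-point compound dose | Signal: Bottom-read fluorescence, 550/595 nm | Read-out: Retained DiI signal reflecting DiI-HDL uptake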
# NSD2 inh – NSD2 histone methyltransferase inhibitors, primary screen, biochemical, AlphaScreen, single concentration, set 2; inhibition, % at 12.5 µM; AID 743445, 2014; NSD2 peptide methylation, 120 min; Histone-lysine N-methyltransferase NSD2 (Homo sapiens), O96028; 310,000 tested, 0.54% active; in the data active = inhibition above about 50%
# CAL PDZ FP-2 – CAL PDZ peptide-binding inhibitors, primary screen, biochemical, fluorescence polarization, Cer-tagged CAL PDZ, HTS. Golgi-associated PDZ and coiled-coil motif-containing protein (Homo sapiens), Q9HD26. purified CAL PDZ, TMR-peptide fluorescence polarization, 1 h. inhibition, % at 20 µM. 330,000 tested, 0.02% active. AID 504414, 2011;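 active = highest replicate inhibition of at least 40%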;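 note: plate controls were DMSO neutral control wells for no effect and unlabeled competitor peptide control wells for full effect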
#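 Material: tagged CAL PDZ domain; buffer or medium: 25 mM sodium phosphate pH 7.4, 150 mM NaCl, TCEP, IgG, Thesit; compound dosing: single point, 20 µM; schedule: 1 h incubation at room temperature before polarization reading; measured by: FP readout, S and P plane fluorescence; read-out basis: percent inhibition from loss of millipolarization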
# PvdQ acylase – P. aeruginosa PvdQ acylase inhibitors, primary screen, biochemical, fluorescence, plate reader and imaging, single point. 340,000 tested, 0.063% active. AID 488965, 2010. PvdQ acylase [Pseudomonas aeruginosa LESB58]. inhibition, % at 10 µM. purified PvdQ acylase; in the data active = inhibition above about 30%, passing the limit was not always enough; inconclusive = no clear call, values can overlap the other calls;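 note: 0% = vehicle neutral wells and 100% = reference inhibitor wells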
# dFosB activator – activators of delta FosB homodimer, primary screen, biochemical, fluorescence polarization, TAMRA-CDK5 oligo, single point | 340,000 tested, 0.99% active | purified delta FosB; percent of positive-control signal above neutral wells | activation, % at 25 µM | Protein FosB (Mus musculus), P13346;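 active = mean activation above about 17%, with every replicate also reaching it, limit read from the data, passing the limit was not always enough; inconclusive = only one of the two conditions met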;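 note: fluorescence polarization rise as delta FosB binds a TAMRA Cdk5 AP-1 oligo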
# The depositor's hits bear a star; ? = inconclusive; / = not tested or not shown.
cpd	SMILES	SR-BI uptake up	SR-BI DiI inh	Rtt109 Vps75	NSD2 inh	PfHsp90 yeast 2	CAL PDZ FP-1	MITF act	CAL PDZ FP-2	dFosB activator	PvdQ acylase
1	CCN(CC)S(=O)(=O)c1cc(NC(=O)COC(=O)CCC(=O)c2cccs2)ccc1C	-1	1	4	-6	-47	-3	-10	-2.9	-4	-13
2	O=C(COC(=O)c1cc(Cl)nc(Cl)c1)Nc1ccc(Cl)c(S(=O)(=O)N2CCOCC2)c1	-1	1	/	0	-13	-2	8	-1.6	-2	0
3	O=C(COC(=O)c1cccs1)Nc1ccccc1	9	-9	11	-2	8	2	0	-0.5	-2	-6
4	Cc1[nH]c2c([N+](=O)[O-])cccc2c1C	3	-3	-8	0	9	7	/	-1.3	4	-4
5	Cc1ccc(F)cc1NC(=O)N1CCCN(C(=O)OC(C)(C)C)CC1	1	-1	6	-1	-8	-1	/	-0.2	-9	-25
6	COc1ccc(-c2cc(C(=O)OCC(=O)N(C)C)c3ccccc3n2)cc1	-50	50	24	0	-1	3	9	-3.3	-28	1
7	N#Cc1ccc(OCC(=O)Nc2nc(-c3cccnc3)cs2)cc1	-25	25	-1	0	/	-7	-17	0.3	4	-6
8	CC1CCN(C(=O)c2ccc3c(Cl)c4c(nc3c2)CCCC4)CC1	-7	7	/	0	15	-1	5	-2.8	-9	4
9	COc1ccc(CNc2oc(-c3cccc4ccccc34)nc2C#N)cc1	5	-5	-4	0	-1	/	-3	-1.9	-10	-69
10	C=CCNC(=O)C1=NN(c2c(F)c(F)cc(F)c2F)C(=O)CC1	-10	10	-9	-2	-7	6	/	-0.4	-5	-12
11	C=CCc1c(C)nc(C)nc1N/N=C/c1ccc(F)cc1	-5	5	6	1	0	-1	-2	/	2	22
12	Cc1cc(NC(=O)COC(=O)[C@@H]2CCCN2C(=O)c2cccs2)no1	0	0	-4	0	-8	-2	8	-3.0	1	-10
13	C=CCSc1nnc(NC(=O)C2CSC3(C)CCC(=O)N23)s1 (configuration not stated)	-8	8	2	0	/	10	-9	-2.7	0	-1
14	CCOC(=O)c1ccc(NC(=O)CCOc2ccccc2)cc1	3	-3	-1	-2	8	-7	3	/	-9	-15
15	CC(=O)Nc1ccc2c3c(cccc13)C(=O)N(c1ccccc1)C2=O	3	-3	-2	-2	2	/	6	-0.6	12	-24
16	Cc1ccc(OCCC(=O)OCC(=O)Nc2c(C)nn(-c3ccccc3)c2C)cc1	21	-21	6	3	-18	-1	-4	-0.2	-7	-15
17	COC(=O)C1=C(C)n2nnnc2NC1c1cc2ccccc2o1 (configuration not stated)	-11	11	3	2	5	-1	-4	-2.7	-3	-17
18	C=CCNC(=O)N1CCc2[nH]c3ccc(F)cc3c2C1	/	/	-12	8	-2	-1	8	0.0	-12	-5
19	COC(=O)CCN1CCN(S(=O)(=O)c2ccccc2Br)CC1	0	0	13	6	4	-1	11	0.1	1	-2
20	O=C(c1ccc(-n2cncn2)c([N+](=O)[O-])c1)N1CCN(S(=O)(=O)c2ccc(F)c(F)c2)CC1	-6	6	5	0	-1	2	-19	-0.8	-3	-9
21	CC(C)=CC1C(C(=O)NCCOc2ccccc2)C1(C)C (configuration not stated)	-12	12	3	-3	-11	-3	-13	0.1	-12	-7
22	CCCn1c(C)cc(C(=O)COc2ccc(-c3nnco3)cc2)c1C	-26	26	-2	3	-1	2	-1	-2.2	-2	-12
23	C/C(=N\O)C(=O)NCCN1CCCCC1	2	-2	1	-2	/	/	2	-6.8	-2	-11
24	CCNC(=S)N1C2CCC1CC(NC(=O)NC1CCCCC1)C2 (configuration not stated)	-8	8	2	/	/	-2	11	-2.3	1	-6
25	CCNc1nc(Oc2ccc(C(=O)OC)cc2)nc(N2CCOCC2)n1	-27	27	-16	2	7	-3	-6	1.0	-9	-4
26	CC(C)=CCCC(C)CN1CCC(N2CCC(C(=O)N3CCCC3)CC2)CC1 (configuration not stated)	18	-18	2	0	-27	-1	-2	-2.5	-4	-7
27	CCc1cc2cc(C)ccc2nc1SCC(=O)NC1CCCC1	-68	68	-6	-1	11	2	-1	-4.5	-12	-10
28	COc1cccc(CNc2ccc3[nH]c(=O)[nH]c3c2)c1OCc1ccccc1Cl	?	-213	-1	7	2	/	/	-2.4	-3	-17
29	Cc1ccc(NS(=O)(=O)c2ccc(/C=C/C(=O)O)cc2)cc1Cl	15	-15	1	1	-22	2	-1	-2.0	-1	-2
30	Cc1cc(C(=O)N2CCN(S(=O)(=O)c3ccccc3)CC2)c(C)o1	-5	5	-1	4	2	-3	11	0.7	-4	-22
31	Cc1nnc(SCC(=O)NC(=O)Nc2ccc3c(c2)OCCO3)n1N	2	-2	12	-2	13	-2	41	-0.4	2	-6
32	Cc1ccc(-n2c(SCc3cn4ccsc4n3)nc3ccccc3c2=O)cc1	4	-4	21	-1	3	-3	-3	-2.7	-3	-20
33	OC(CN1CCCC(C(F)(F)F)C1)c1ccccc1 (configuration not stated)	/	/	-8	0	4	-1	-3	-1.5	0	6
34	COc1ccc(NS(=O)(=O)c2cn(C)cn2)cc1Cl	15	-15	0	-3	-1	-5	6	-1.8	-7	-5
35	O=C(c1ccco1)N1CCN(C(=O)c2cn(-c3ccccc3)nc2-c2ccccc2)CC1	-9	9	10	1	3	/	28	-1.2	-7	-14
36	Cc1cc(C)cc(NC(=O)CSc2nnc(-c3ccccc3C)o2)c1	10	-10	-1	-3	10	-1	27	-1.0	4	-13
37	O=C1N=C(N2CCOCC2)SC1=Cc1ccco1	13	-13	-1	1	38	1	-5	0.0	-4	-4
38	COC(=O)CCCCCCCCC(O)CN1CCCCC1 (configuration not stated)	40	-40	4	1	20	1	8	-0.4	-2	-8
39	CC(C)(C)c1n[nH]c(=S)n(N)c1=O	22	-22	-1	-1	/	-1	/	/	-3	-7
40	COc1ccc(S(=O)(=O)N2CCC(C(=O)Nc3cc(Cl)ccc3N3CCOCC3)CC2)cc1OC	-21	21	5	0	/	2	-8	-2.6	-4	-3
41	COc1ccc(C(=O)CSc2nnc(C3CCCCC3)n2N)c(OC)c1	-19	19	-10	1	-12	-5	-10	-1.3	-15	-7
42	COc1ccc(C2(SCC(N)C(=O)O)c3ccccc3-c3ccccc32)cc1 (configuration not stated)	0	0	-3	16	-17	-6	-4	-0.3	-20	-26
43	O=C(CCCN1C(=O)[C@H]2CC=CC[C@H]2C1=O)NCc1nc(-c2ccc(Cl)cc2)no1	-6	6	2	-10	6	5	5	-0.7	-6	-10
44	O=C(CN1CCN(S(=O)(=O)c2cccc(F)c2)CC1)NCC1(N2CCOCC2)CCCCC1	1	-1	9	3	/	10	3	0.1	-6	1
45	Cc1ccc(-c2cc(C(=O)N3CC(C)OC(C)C3)c3ccccc3n2)o1 (configuration not stated)	12	-12	-428	-4	26	-3	21	-1.4	1	-4
46	COc1cc(C(=O)OCC(=O)Nc2cccc(S(=O)(=O)N3CCCC3)c2)ccc1OCC(C)C	1	-1	3	-1	-8	-1	4	-2.4	-6	-9
47	O=C(NNC(=O)c1ccc2c(=O)n3c(nc2c1)CCC3)c1ccc(Cl)cc1	9	-9	-2	3	/	-2	-1	-0.5	-4	-2
48	COc1ccc(-n2nc3c(=O)[nH][nH]c3cc2=O)cc1	2	-2	/	16	-14	0	-10	-1.4	-5	6
49	O=C(c1ccc(S(=O)(=O)N2CCC(c3nc4ccccc4s3)CC2)cc1)N1CCCCC1	-22	22	0	7	0	1	-14	-0.3	-1	-8
50	O=P(c1ccccc1)(c1ccccc1)C(O)c1ccccn1 (configuration not stated)	7	-7	-5	-6	-5	-14	/	0.5	0	-12
51	CCCC(C)c1nnc(NC(=O)COc2ccc3c(c2)OCO3)s1 (configuration not stated)	0	0	-2	/	6	-6	-2	-1.5	-14	0
52	Cc1nn(-c2ccccc2)c(C)c1NC(=O)COc1ccc(Br)cc1Cl	24	-24	1	-1	-92	-3	-12	-1.5	-7	-11
53	O=C(O)c1cc(N=Nc2c(O)ccc3ccccc23)cc(C(=O)O)c1	-3	3	/	13	11	6	-14	-3.8	-10	-4
54	CC1CCCN(C(=O)c2ccncc2)C1 (configuration not stated)	35	-35	7	-6	11	-8	3	-0.5	1	-9
55	CCOC(=O)Cc1csc(NC(=O)CN2CCCCC2)n1	-9	9	-4	3	4	-1	/	-0.6	-2	3
56	COCc1ccc(CN2CCC(CO)(CC3CCCCO3)CC2)o1 (configuration not stated)	36	-36	-11	-10	-2	/	-6	-0.7	2	-10
57	Cc1cc2cc(CN(CCCO)S(=O)(=O)c3cccc4nsnc34)c(=O)[nH]c2cc1C	3	-3	-15	2	-33	/	-8	-5.2	-11	-8
58	O=S(=O)(Nc1nc(-c2ccccc2)cs1)c1cc(Cl)ccc1Cl	6	-6	16	48	-1	0	/	-0.4	-6	7
59	C=CCc1ccc(OCC(O)COc2ccc(CC=C)cc2OC)c(OC)c1	-1	14	7	8	-13	23	-1	-1.8	-9	2
60	CSc1nc(N)n(-c2cc(C(F)(F)F)ccn2)n1	-1	1	0	-4	-6	3	/	-3.0	-3	-10
61	c1ccc(Cn2nnnc2C(c2ccncc2)N2CCOCC2)cc1 (configuration not stated)	0	0	/	0	5	-2	-1	-2.7	6	-25
62	O=c1[nH]c(C2CCCN(S(=O)(=O)c3ccccc3F)C2)nc2c1nnn2Cc1ccccc1Cl (configuration not stated)	/	/	-9	-1	31	-2	6	-3.9	-25	-12
63	COCCn1c(CN2CCC(Cc3ccccc3)CC2)nc2c1c(=O)n(C)c(=O)n2C	7	-7	-2	1	/	-5	-27	-0.7	-1	-2
